Source: PubChem
AmpC inh det = blocks E. coli AmpC beta-lactamase in presence of detergent; 0.09% of 71,000 active; purified AmpC, nitrocefin hydrolysis with detergent; AID 584; P00811; Potency, µM (highest dose often 28.7 µM), inactives show at the highest dose activity change, negative = inhibition; active = well fitted curve in the direction sought with a large enough effect
Target sequence (P00811 whole entry, looked up): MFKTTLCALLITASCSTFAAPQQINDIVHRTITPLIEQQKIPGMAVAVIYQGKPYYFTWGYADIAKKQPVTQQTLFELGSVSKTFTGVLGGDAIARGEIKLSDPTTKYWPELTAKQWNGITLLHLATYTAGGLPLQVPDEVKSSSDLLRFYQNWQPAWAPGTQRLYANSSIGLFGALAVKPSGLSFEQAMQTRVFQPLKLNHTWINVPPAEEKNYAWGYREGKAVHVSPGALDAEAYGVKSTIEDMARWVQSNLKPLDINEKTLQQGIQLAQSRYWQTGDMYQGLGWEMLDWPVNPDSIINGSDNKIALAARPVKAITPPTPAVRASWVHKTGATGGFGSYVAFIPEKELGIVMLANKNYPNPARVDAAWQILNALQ
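E. coli AmpC (5.3 nM) in 20 mM phosphate pH 7.0 with 0.01% Triton X-100, preincubated 15 min RT with compound; nitrocefin (2 uL of 800 uM stock) hydrolysis followed by 480 nm absorbance every 20 s over 4 min.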
An asterisk follows results filed as active; & = joins results of further samples; [ ] = another dose, or the depositor's remark. % is scaled to controls: 0 for no effect and ±100 for the full control effect; potency is read from the fitted curve at half-maximal effect.

SMILES | AmpC inh det
Cc1cc(C)c2cc(CN(CCO)C(c3nnnn3Cc3ccc(F)cc3)C(C)C)c(=O)[nH]c2c1 (configuration not stated) | -2.0%
COc1ccc2nc(NC(=O)C3CCN(S(=O)(=O)c4cccc5nsnc45)CC3)sc2c1 | 0.5%
N#CC1=C(N)S[C@H](C(=O)C23CC4CC(CC(C4)C2)C3)[C@H]1c1ccncc1 | 18.5%
CC(C)c1ccccc1S(=O)c1ccccc1C(C)(C)O (configuration not stated) | -3.7%[5.75 µM]
CCn1c(CNC(=O)c2cccc(C)c2)nnc1SCC(=O)Nc1cccc(OC)c1 | -3.3%
CCCCC(=O)Nc1ccc2c3c(cccc13)C(=O)N2CC | 0.1%
NC(=O)C1CCN(CCC(=O)Nc2cccc(Cl)c2)CC1 | -1.2%
Cn1c(Sc2ccc(-c3cccnc3)n2C)ccc1-c1cccnc1 | -2.9%[5.75 µM]
CN1CCN(c2ncncc2-c2ccccc2Cl)CC1 | 7.6%
O=C(NCCCN1CCCC1)c1ccc(CS(=O)(=O)c2ccc(Br)cc2)o1 | 12.6%
O=C(Nc1ccc(S(=O)(=O)N2CCN(Cc3ccccc3)CC2)cc1)c1cnccn1 | 10.3%
O=C(O)CCN1CCOCC1 | 4.4%
CS(=O)(=O)c1ccc(Cl)c(S(=O)(=O)NCc2ccccc2)c1 | -2.5%
CCC(=O)N1CCc2cc(S(=O)(=O)CCC(=O)Nc3nc(C)cs3)ccc21 | 3.4%
COc1cc(-c2nc(Cc3ccccc3Cl)no2)cc(OC)c1OC | -6.4%
COCCSc1ccccc1C(=O)Nc1nnc(COC)s1 | -7.1%
Fc1ccccc1OCCCN1CCOCC1 | -2.6%
Cc1cccc(CNc2cc(-c3ccoc3)ncn2)c1 | 8.5%
c1ccc2oc(CCc3nc4ccccc4o3)nc2c1 | -3.5%
O=C(Nc1ccc2c(c1)OCO2)C1CCN(C(=O)CSc2ncnc3ccccc23)CC1 | -1.4%
Cc1c(OCC(F)(F)F)ccnc1CS(=O)c1nc2ccccc2[nH]1 (configuration not stated) | -2.1%[12.8 µM]
CC(=O)c1c(C)[nH]c(C(=O)Nc2cc(C)ccc2C)c1C | 7.0%
COC(=O)Cn1cnc2c(C#N)c3n(c2c1=O)CCCCC3 | -7.0%
CC(=O)NCCOC(=O)Nc1ccncc1 | -0.6%
CCn1c(COc2ccccc2)nnc1SCC(=O)NC1CCCCC1 | -4.6%

Part of the list above, in CSV form:
mol,AmpC inh det
CN1CCN(c2ncncc2-c2ccccc2Cl)CC1,7.6%
O=C(NCCCN1CCCC1)c1ccc(CS(=O)(=O)c2ccc(Br)cc2)o1,12.6%
O=C(Nc1ccc(S(=O)(=O)N2CCN(Cc3ccccc3)CC2)cc1)c1cnccn1,10.3%
O=C(O)CCN1CCOCC1,4.4%
CS(=O)(=O)c1ccc(Cl)c(S(=O)(=O)NCc2ccccc2)c1,-2.5%
CCC(=O)N1CCc2cc(S(=O)(=O)CCC(=O)Nc3nc(C)cs3)ccc21,3.4%
COc1cc(-c2nc(Cc3ccccc3Cl)no2)cc(OC)c1OC,-6.4%
COCCSc1ccccc1C(=O)Nc1nnc(COC)s1,-7.1%
Fc1ccccc1OCCCN1CCOCC1,-2.6%
Cc1cccc(CNc2cc(-c3ccoc3)ncn2)c1,8.5%
c1ccc2oc(CCc3nc4ccccc4o3)nc2c1,-3.5%
O=C(Nc1ccc2c(c1)OCO2)C1CCN(C(=O)CSc2ncnc3ccccc23)CC1,-1.4%
Cc1c(OCC(F)(F)F)ccnc1CS(=O)c1nc2ccccc2[nH]1 (configuration not stated),-2.1%[12.8 µM]
CC(=O)c1c(C)[nH]c(C(=O)Nc2cc(C)ccc2C)c1C,7.0%
COC(=O)Cn1cnc2c(C#N)c3n(c2c1=O)CCCCC3,-7.0%
CC(=O)NCCOC(=O)Nc1ccncc1,-0.6%
CCn1c(COc2ccccc2)nnc1SCC(=O)NC1CCCCC1,-4.6%

(list continues)
SMILES | AmpC inh det
CCOC(=O)C1CCCN(C(=O)c2cc3c(=O)n(C)c4ccccc4c3n2C)C1 (configuration not stated) | 12.7%
CC(C)C[C@@H](CC(=O)N[C@H](CC(=O)N[C@@H]1CCNC[C@H]1C(=O)N[C@H](CC(=O)N[C@@H](CCC(=O)O)CC(=O)O)CC(C)C)C(C)C)NC(=O)[C@@H]1CNCC[C@H]1N | -2.4%
O=C(Cn1nnc2ccccc21)NCc1ccccc1 | -5.8%
CC(C)CN1CC2(CCN(C(=O)Oc3ccccc3)CC2)C1 | -0.2%
CCOc1ccc(C(=O)N2CCN(Cc3ccccc3)CC2)cc1 | 16.6%
Cc1cnc(-c2nnc(N(C)C(=O)c3cnccn3)s2)cn1 | -0.4%
Cc1csc(NC(=O)CSc2nc(C)cs2)n1 | -2.7%
CCOC(=O)C1=C(C)NC(C)=C(C(=O)OC)[C@H]1c1cccc(Cl)c1Cl | -2.4%
O=C1Nc2ccccc2C(O)(C(=O)NCc2ccco2)N1c1ccccc1 (configuration not stated) | -4.3%
O=C(NC1CCCC1)C1CC1c1ccccc1 (configuration not stated) | 0.9%
OC(COc1ccc(Cl)cc1)CN1C2=NCCCN2c2ccccc21 (configuration not stated) | -3.2%
CCc1ccccc1NC(=O)CSc1nnc([C@@H](N)Cc2ccccc2)o1 | -3.6%
Cc1ccc(-c2nc3cc(C)ccc3o2)cc1 | 0.5%
O=C(COc1ccc(S(=O)(=O)N2CCCCC2)cc1)NCc1ccncc1 | -2.8%
COc1ccc(OC)c(C2C(C#N)=C(N)Oc3c2c(C)nn3-c2cccc(Cl)c2)c1 (configuration not stated) | 14.5%
O=C1OCCC1S(=O)(=O)c1ccc2ccccc2c1 (configuration not stated) | -2.7%
O=C(NCC1CCCO1)c1cc(-c2ccccc2)on1 (configuration not stated) | -4.9%
Cc1cc2c(c(=O)n1CCCn1ccnc1)C(c1ccco1)C(C#N)=C(N)O2 (configuration not stated) | -3.3%
CCCCCN(C(=O)NC(=O)NC(C)CC)S(C)(=O)=O (configuration not stated) | -1.8%
Cc1cccc(N(C)S(=O)(=O)c2cccc3nsnc23)c1 | -2.3%
COCCN1CN(S(=O)(=O)c2ccccc2)c2nc3ccccc3nc21 | -2.6%
Cc1nn2c3ccccc3nc2c2ccccc12 | -5.5%
O=C1c2ccccc2C(=O)N1CCCc1nc(-c2cccnc2)no1 | -0.5%
Nc1nonc1C(=O)NCCNCc1ccccc1OCc1ccccc1F | -3.3%
O=C(CSc1nnc(Cc2ccccc2)n1-c1cccc(Cl)c1)N1CCOCC1 | 9.9%

The listing continues:
SMILES | AmpC inh det
CC1=CCC2C(=O)N(c3nc4ccccc4n3C)C(=O)C2C1 (configuration not stated) | -0.4%
O=C1CN(C(=O)c2cccs2)c2ccccc2N1 | -2.7%
CCCCCOC(=O)c1[nH]c2c(c1C)C(=O)CC(c1ccco1)C2 (configuration not stated) | 4.7%
Cc1nn(CC(O)Cn2c3c(c4ccccc42)CCN(C)C3=O)c(C)c1Br (configuration not stated) | -3.5%
CCC(c1nnnn1C1CCCC1)N1CCN(c2ccccc2)CC1 (configuration not stated) | -2.8%
O=c1[nH]c2ccccc2nc1Cc1ccccc1 | -4.5%
Nc1c(Cl)cc(Cl)cc1Cl | 9.7%
O=C(O)CCc1ccc(-c2cccs2)n1Cc1ccco1 | -4.8%
Cc1cc(C)c2c(n1)nn1c(N3CCN(c4ccccc4C)CC3)cc(C)nc21 | -0.7%
CCOc1ccc(C2CC(c3ccc(F)cc3)n3ncnc3N2)cc1 (configuration not stated) | 12.3%
CCOc1ccc(OCC)c(NC(=O)C(NS(=O)(=O)c2ccc3c(c2)oc(=O)n3C)C(C)C)c1 (configuration not stated) | -3.9%
CCN(CC)S(=O)(=O)c1ccc(NC2c3ccccc3C(=O)N2CCN2CCOCC2)cc1 (configuration not stated) | 0.6%
COc1ccc(-c2nc(-c3ccccc3OC)no2)cc1OC | -3.2%
CCOc1ccc(-n2ccnc2SCC(=O)Nc2nnc(C)s2)cc1 | -1.6%
Cc1cccc(CNc2ccnc(-c3cccnc3)n2)c1 | 21.2%
c1csc(CNc2ncnc3ccc(-c4ccc5c(c4)OCO5)cc23)c1 | 11.3%
O=C(Cn1nc(-c2ccccc2)ccc1=O)NCc1ccc2c(c1)OCO2 | -2.3%
COc1ccc2[nH]c(=O)c(CN(CC3CCCO3)C(=O)Nc3ccc(F)cc3)cc2c1 (configuration not stated) | -1.9%
NS(=O)(=O)c1ccc(NC(=O)N[C@@H](Cc2ccccc2)C(=O)O)cc1 | -0.5%
COc1ccccc1CNc1ncncc1-c1ccccc1CN(C)C | 7.9%
COc1ccc(NC(=O)c2ccco2)cc1NC(=O)c1ccc(C)cc1 | -2.7%
Cc1ccc(C(=O)NC2CCCCCC2)cc1N1CCCC1=O | -5.2%
Cc1ccc(C(=O)c2cncc(Br)c2)cc1 | -3.1%
CCOC(=O)C1=C(CNCc2ccccc2Cl)NC(=O)NC1c1ccc2c(c1)OCO2 (configuration not stated) | -1.2%
CCOc1ccc(NC(=O)CSC(N)=O)cc1 | -1.5%

(listing goes on)
SMILES | AmpC inh det
Cc1cc(C)n2c(Br)c(CN3CC4CC(C3)c3cccc(=O)n3C4)nc2n1 (configuration not stated) | 13.1%
CCn1c(=O)cc(SCC(=O)N2CCN(c3ccccc3OC)CC2)c2ccccc21 | -3.9%
CCOC(=O)c1c(C)[nH]c(C(=O)COc2ccc3c(c2)OCO3)c1C | -5.0%
Cc1ccc(CNc2ccc(N3CCOCC3)cc2)s1 | -4.9%
COc1cc(CNc2cccc(F)c2)cc(Br)c1O | 6.6%
O=C(c1cc2c(=O)oc3ccccc3c2s1)N1CCN(c2ncccn2)CC1 | -4.5%
O=C(CN1CCN(C(=O)N2CCOCC2)CC1)Nc1ccc(Br)cc1 | -1.6%
COc1ccc(CN(Cc2nc3ccccc3c(=O)[nH]2)C(=O)NC2CCCCC2)cc1 | -0.1%
CCCCCCNC(=O)C(C(=O)OCC)C1CCCCC1 (configuration not stated) | 4.0%
CCCCC1CCC(/C(N)=N/O)CC1 (configuration not stated) | -0.4%
Cc1cc2cc(CCNC(=O)C(C)C)c(=O)[nH]c2cc1C | -0.7%
COC(=O)c1[nH]c2cccc(Cl)c2c1NC(=O)CN(C)C1CCCCC1 | -5.4%
c1ccc(-c2nc(CSc3nnc(-c4cccs4)o3)cs2)cc1 | -0.4%
Cn1c(=O)c2c(nc(N3CCCC3)n2CC(O)CO)n(C)c1=O (configuration not stated) | -3.7%
O=C(Nn1nnnc1Nc1ccccc1)C12CC3CC(CC(C3)C1)C2 | -0.4%
CC(C)C1C2=C(CC(C)(C)CC2=O)ON1c1ccccc1 (configuration not stated) | 12.0%
O=C(c1ccc(Br)o1)N1CCN(c2ccccn2)CC1 | -1.9%
CCCCCn1c(CN2CCCCC2C)nc2c1c(=O)n(C)c(=O)n2C (configuration not stated) | -4.9%
COc1ccc(C(=O)N/N=C2/C(=O)c3c(C)cc(C)cc3CC2(C)C)cc1 | 11.5%[5.75 µM]
CCCCNC(=O)Nc1cc(C(=O)OC)ccc1C | 5.0%
O=C(CCCCCN1C(=O)CCC1=O)NCc1ccccc1 | -1.4%
CCOC(=O)c1cnc2nc(NCc3ccc(OC)c(OC)c3)[nH]n2c1=O | -3.8%
N#CCCn1c(SCC(=O)c2c[nH]c3ccccc23)nc2ccccc21 | -0.7%
CCOc1ccc2nc(SCC#N)c(C#N)cc2c1 | -1.7%
COc1ccc(C(c2nnnn2C2CCCC2)N2CCC(C)CC2)c(OC)c1 (configuration not stated) | -3.6%

Going on with the list.
SMILES | AmpC inh det
COc1ccccc1NC(=O)C1=C(C)NC(=O)NC1c1cccc(OC)c1OC (configuration not stated) | 6.6%
COc1cc(-c2nnc(CSc3nc4ccccc4s3)o2)cc(OC)c1OC | -3.9%
O=C(c1nc2ncccn2n1)N1CCN(c2ccc(F)cc2)CC1 | -3.1%
CCN(CC)C(=O)c1ccc(CS(=O)(=O)c2ccc(OC)cc2)o1 | 13.9%
Cc1ccccc1-c1nnc(-c2ccc(Br)cc2)o1 | -0.4%
COc1cccc(C(=O)Nc2cccc(-c3nc4ncccc4o3)c2C)c1 | 0.7%
CCN(CC)S(=O)(=O)c1ccc(NC(=O)Cn2c(=O)sc3ccccc32)cc1 | 0.8%
O=C(C1CCN(S(=O)(=O)c2cccc3nsnc23)CC1)N1CCc2ccccc21 | -0.1%
Cc1nn(CCc2nn[nH]n2)c2nc(C(F)(F)F)cc(C(F)(F)F)c12 | -1.7%
Cc1nc2cc(NC(=O)N3CCC(c4ccccc4)C3)ccc2n1C (configuration not stated) | -1.0%
COc1ccc(CCC(=O)NCc2ccco2)cc1 | -0.7%
O=S(=O)(c1ccc(Oc2ccccc2)cc1)N1CCOCC1 | -3.2%
c1ccc(-c2nn3nnnc3c3ccccc23)cc1 | -1.5%
COc1ccccc1-c1cc(C(=O)NC(C)c2ccccc2)no1 (configuration not stated) | -4.6%
COc1ccc(S(=O)(=O)Nc2cc(C)c(O)cc2C(C)C)cc1 | -2.9%
CCCCN(C)Cc1c(O)ccc2c(-c3ccccc3)cc(=O)oc12 | 7.0%
Nc1ccn([C@@H]2O[C@@H](CO)[C@@H](O)[C@H]2O)c(=O)n1 | -1.2%
CCOC(=O)c1sc(NC(=O)c2c(C)nn(Cc3ccccc3)c2C)cc1C | -7.2%
COc1ccc(OC)c(Nc2cc(-c3ccccc3)nc(N)n2)c1 | 10.9%
NC[C@H](CP(=O)(O)O)c1ccc(Cl)cc1 | 3.4%&-3.7%
CN1C(=O)CC(P(=O)(c2ccccc2)c2ccccc2)N(C)C1=O (configuration not stated) | -1.0%
COC(=O)C1=C(N)Oc2cc(C)n(CCc3ccccc3)c(=O)c2C1c1cccnc1 (configuration not stated) | -3.0%
OCCNc1cc(-n2nc(-c3ccccc3)cc2-c2ccccc2)ncn1 | 9.3%
CCN(Cc1cc2ccccc2[nH]c1=O)C(=O)C1CCCCC1 | 9.0%
CCNS(=O)(=O)c1ccc(S(=O)(=O)N(Cc2ccccn2)C2CCCCC2)cc1 | 5.9%

Only part of the results is shown, so the mix of outcomes need not match the whole.
